NCOA1 inh – human NCOA1 inhibition; Q15788; HEK293 GAL4-SRC1 luciferase reporter, luminescence; inhibition, % at 3.6 µM; 360,000 compounds, 0.12% hits;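 active means inhibition above the campaign mean plus 3 SD, with each screening campaign given its own cutoff, cut at about 60% in these data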;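 further: 0% = DMSO treated cells and 100% = gossypol at 36 µM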
NOD2 RIPK2 PPI – inhibitors of human NOD2-RIPK2 interaction. O43353. CHO BLA complementation NOD2-RIPK2, CCF4 ratio. inhibition, % at 4.98 µM. 360,000 compounds, 0.38% hits; in the data active means inhibition above about 21%;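 further: 0% = vehicle only and 100% = reference blocker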
NCOA3 inh – human NCOA3 inhibition; Q9Y6Q9; HEK293 GAL4-SRC3 luciferase reporter, luminescence; inhibition, % at 3.6 µM; 360,000 compounds, 0.17% hits; AID 588352;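 active means inhibition above a per-campaign cutoff, the mean of all compounds plus 3 SD, cut at about 60% in these data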;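 further: 0% = DMSO-treated cells and 100% = gossypol-treated cells at 36 µM; higher means less SRC3-driven luciferase light from the GAL4 reporter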
Target sequence (Q9Y6Q9 whole entry, looked up, the tested form may be a part): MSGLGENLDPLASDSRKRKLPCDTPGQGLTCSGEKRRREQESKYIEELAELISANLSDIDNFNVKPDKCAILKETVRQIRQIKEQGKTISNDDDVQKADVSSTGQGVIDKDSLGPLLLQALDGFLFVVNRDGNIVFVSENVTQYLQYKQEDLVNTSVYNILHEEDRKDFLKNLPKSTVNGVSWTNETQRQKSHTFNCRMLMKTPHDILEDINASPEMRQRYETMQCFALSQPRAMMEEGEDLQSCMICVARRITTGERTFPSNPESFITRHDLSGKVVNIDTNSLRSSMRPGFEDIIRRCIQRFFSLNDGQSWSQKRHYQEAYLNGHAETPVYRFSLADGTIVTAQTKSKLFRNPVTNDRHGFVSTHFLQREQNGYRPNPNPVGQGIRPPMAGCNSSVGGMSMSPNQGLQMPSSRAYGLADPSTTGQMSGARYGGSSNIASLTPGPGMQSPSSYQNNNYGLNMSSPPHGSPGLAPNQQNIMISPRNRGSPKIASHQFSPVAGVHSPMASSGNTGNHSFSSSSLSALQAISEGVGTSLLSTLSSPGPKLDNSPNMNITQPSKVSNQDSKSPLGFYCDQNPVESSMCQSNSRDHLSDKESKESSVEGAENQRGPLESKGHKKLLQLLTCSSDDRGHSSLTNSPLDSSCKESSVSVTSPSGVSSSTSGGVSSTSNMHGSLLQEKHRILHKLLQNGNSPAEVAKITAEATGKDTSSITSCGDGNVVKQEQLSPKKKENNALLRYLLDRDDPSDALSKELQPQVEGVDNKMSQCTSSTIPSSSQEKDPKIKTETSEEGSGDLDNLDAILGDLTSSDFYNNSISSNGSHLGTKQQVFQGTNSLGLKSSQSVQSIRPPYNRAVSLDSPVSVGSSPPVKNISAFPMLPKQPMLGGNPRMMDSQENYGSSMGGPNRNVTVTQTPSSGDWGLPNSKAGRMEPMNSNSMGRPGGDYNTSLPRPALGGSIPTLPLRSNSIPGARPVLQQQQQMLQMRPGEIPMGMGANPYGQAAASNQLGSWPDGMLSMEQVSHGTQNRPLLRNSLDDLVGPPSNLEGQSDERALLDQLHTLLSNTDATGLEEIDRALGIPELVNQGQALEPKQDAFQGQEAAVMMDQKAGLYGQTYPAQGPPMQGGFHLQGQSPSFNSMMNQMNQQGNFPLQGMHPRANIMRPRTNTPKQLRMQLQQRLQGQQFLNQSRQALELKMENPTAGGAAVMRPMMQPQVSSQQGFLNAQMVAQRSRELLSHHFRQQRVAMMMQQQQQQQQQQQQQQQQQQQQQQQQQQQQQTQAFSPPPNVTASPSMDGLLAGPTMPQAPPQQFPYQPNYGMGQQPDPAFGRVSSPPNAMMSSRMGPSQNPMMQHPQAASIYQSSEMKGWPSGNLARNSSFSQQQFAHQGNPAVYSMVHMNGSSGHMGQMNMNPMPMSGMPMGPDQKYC
ABHD5 PLIN5 PPI – inhibitors of human ABHD5-perilipin-5 interaction; Split G. princeps luciferase complementation, luminescence, 4 h; inhibition, % at 4 µM; AID 602281; 360,000 compounds, 0.78% hits; Q00G26+Q8WTS1;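 active means inhibition above the mean inhibition across every tested compound plus 3 SD, cut at about 22% in these data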;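 further: 0% = DMSO only wells and the 100% control is not disclosed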
TLR9-MyD88 inh – inhibitors of human TLR9-MyD88 binding; Q9NR96+Q99836; CHO BLA complementation TLR9-MyD88, CCF4 FRET ratio; inhibition, % at 4.98 µM; 340,000 compounds, 0.21% hits; AID 504734;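 active means inhibition above the mean over all tested compounds plus 3 SD, cut at about 21% in these data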;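 further: 0% = DMSO only wells and 100% = clavulanate BLA inhibitor control wells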
LMP1 NFkB inh – inhibitors of Epstein-Barr LMP1-induced NF-kappaB reporter; LMP1-induced NF-kappaB luciferase reporter cells, luminescence; inhibition, % at 12.5 µM; 350,000 compounds, 0.69% hits; AID 504558; in the data active means inhibition above about 41%;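 further: 0% = neutral control wells and 100% = reference inhibitor control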
NR5A2 inv ag – suppresses constitutive activity of human LRH-1; HEK293T StAR-luciferase reporter, LRH-1 transfected, 24 h; inhibition, % at 3.6 µM; 360,000 compounds, 0.13% hits;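 active means inhibition above the mean inhibition of all tested compounds plus 3 SD, cut at about 73% in these data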;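 further: 0% = DMSO wells and 100% = reporter-only cells lacking LRH-1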
COUP-TFII inh – NR2F2 (human) inhibition, primary screen | HEK293T NGFI-A luciferase reporter, luminescence | inhibition, % at 8.6 µM | 370,000 compounds, 0.7% hits;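 active means inhibition above a per-plate cutoff, mean inhibition of test wells between control levels plus 3 SD, cut at about 38% in these data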;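 further: cells cotransfected with COUP-TFII expression vector driving the NGFI-A reporter; 0% = median of COUP-TF2 test wells and 100% = reporter-only cells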
MC4R antagonist – blocks human MC4R cAMP signaling | P32245 | MC4R-expressing cells, MTII-stimulated cAMP, LANCE TR-FRET | inhibition, % at 6.5 µM | 360,000 compounds, 0.48% hits;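 active means inhibition above its plate's cutoff, the mean of tested wells on that plate plus 3 SD, cut at about 29% in these data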;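 further: 0% = Melanotan II alone and 100% = Melanotan II plus saturating MCL0020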
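Assay system: U2OS-MC4R stable cell line; Also added: Melanotan II; Technique: Eu-cAMP/anti-cAMP TR-FRET, emission 671 nm; Times: 30-min compound, 1-h challenge, 1-h detection, room temperature.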
SRC2 inh – inhibits human steroid receptor coactivator 2; Q15596; HEK293 GAL4-SRC2 luciferase reporter, luminescence; inhibition, % at 9 µM; 370,000 compounds, 0.17% hits;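 active means inhibition above the mean inhibition of all tested compounds plus 3 SD, set per campaign, cut at about 52% in these data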;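 further: 0% = DMSO treated cells and 100% = cells given Gossypol at 36 µM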
MC4R ag barr – agonists of human melanocortin 4 receptor (MC4R) beta-arrestin; U2OS MC4R beta-arrestin complementation, luminescence; percent of melanotan II response, DMSO zero; activation, % at 8.9 µM; 360,000 compounds, 0.98% hits;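 active means activation above a per-plate cutoff, the mean activation of sample wells on that plate plus 3 SD, cut at about 8% in these data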
Numbers without * were called inactive; / = not tested or not shown. This is a subset; rates above refer to the full screens.

nr | structure | NCOA1 inh | NOD2 RIPK2 PPI | NCOA3 inh | ABHD5 PLIN5 PPI | TLR9-MyD88 inh | LMP1 NFkB inh | NR5A2 inv ag | COUP-TFII inh | MC4R antagonist | SRC2 inh | MC4R ag barr
1 | CC(=O)Nc1ccc(C(=O)OCC(=O)NC(=O)NCc2ccccc2)cc1 | -13 | -1 | -19 | -3 | -3 | 2 | 4 | -10 | 0 | -12 | -2.1
2 | Cc1cnc(C(=O)Nc2ccc(C)c(S(=O)(=O)N3CCCCCC3)c2)cn1 | -12 | 0 | 7 | 6 | 11 | -3 | -6 | -5 | 6 | 11 | -0.9
3 | COc1ccc(N=C2SCC(c3ccc(C)cc3)=NN2CCO)cc1 | -27 | 8 | 16 | -5 | -7 | -5 | -15 | -7 | 8 | -17 | 4.2
4 | CN1C(=O)C(CC(=O)NCC2CCCCC2)SC1=Nc1ccccc1 (configuration not stated) | 11 | 4 | 15 | 8 | -2 | 2 | 14 | 16 | 1 | -9 | -2.0
5 | Cc1cccc(N=C2NC(=O)/C(=C/C=C/c3ccco3)S2)c1C | -13 | -9 | 0 | 12 | 3 | -10 | 10 | -9 | 8 | -8 | -0.6
6 | Cc1cc2nc(-c3ccc(F)cc3)c(CC(C)(C)C)n2c(C)c1Br | 7 | -15 | 0 | -9 | / | / | 34 | -9 | / | 13 | /
7 | O=C(NCc1ccco1)C1CCN(S(=O)(=O)c2ccccc2C(F)(F)F)CC1 | -10 | -11 | 30 | 5 | -12 | 0 | 6 | 9 | 9 | 2 | -1.2
8 | CSc1ccc(/C=N/Nc2nc(C)cc(C)n2)cc1 | -12 | -14 | -14 | 4 | -6 | -1 | -11 | -27 | -7 | -34 | -1.8
9 | CCN1CCN(c2ccc(S(=O)(=O)N3CCCCC3)cc2NC(=O)c2cccc(C)c2[N+](=O)[O-])CC1 | -21 | 1 | 2 | -1 | -3 | 6 | 10 | -3 | 0 | -1 | 0.7
10 | OC(c1cccs1)(c1cccs1)C1C[N+]2(CF)CCC1CC2 (configuration not stated) | -6 | 4 | 7 | 4 | -2 | 0 | 3 | 1 | 5 | 3 | -0.6
11 | COc1ccc(N2C(=O)C3C4C=CC(C5CC45)C3C2=O)c([N+](=O)[O-])c1 (configuration not stated) | -26 | -16 | -24 | -1 | -4 | 5 | -6 | 10 | -1 | -2 | 0.3
12 | CCOC(=O)C1=C(O)CSC1=Nc1cccc(Cl)c1 | -8 | 4 | -7 | 0 | -2 | -2 | -5 | 13 | -7 | 8 | 0.3
13 | CCNC(=S)NNC(=O)c1csc2c1CCC(C)C2 (configuration not stated) | 5 | -8 | 8 | -1 | 4 | -1 | -6 | -22 | 6 | 0 | 0.9
14 | NS(=O)(=O)c1cccc(NC(=O)CC(NC(=O)c2ccccc2Cl)c2ccccc2)c1 (configuration not stated) | 10 | -7 | 10 | 0 | -11 | -8 | -11 | 4 | -1 | -47 | -1.6
15 | C[C@H](CO)N1C[C@H](C)[C@@H](CN(C)S(=O)(=O)c2ccc(F)cc2)Oc2ccc(NC(=O)Nc3ccc(C(F)(F)F)cc3)cc2C1=O | 12 | -6 | 3 | -12 | -4 | 1 | 12 | 12 | 8 | 4 | 0.1

Results in sequence from the entries so far.
SRC2 inh for entries 9–13, in order: -1, 3, -2, 8, 0

(list continues)
nr | structure | NCOA1 inh | NOD2 RIPK2 PPI | NCOA3 inh | ABHD5 PLIN5 PPI | TLR9-MyD88 inh | LMP1 NFkB inh | NR5A2 inv ag | COUP-TFII inh | MC4R antagonist | SRC2 inh | MC4R ag barr
16 | COc1ccc(C2=C(Nc3ccc(F)cc3)c3ccccc3C2=O)cc1 | -19 | 2 | -3 | 0 | 2 | -12 | 9 | 13 | 4 | 5 | 7.0
17 | COCCN(C(=S)Nc1c(C)cccc1C)C(C)c1cccs1 (configuration not stated) | 18 | -1 | 8 | -4 | -2 | 6 | 5 | -17 | 2 | -6 | -1.3
18 | CC1(C)CC(=O)C(CC(=O)Nc2ccc(S(N)(=O)=O)cc2)=C(O)C1 | -11 | 6 | -11 | 5 | -8 | 0 | 0 | 10 | 4 | 6 | -0.5
19 | O=C(O)COc1c(-c2ccccc2)oc2ccccc2c1=O | 12 | -24 | 0 | -2 | -6 | -18 | -24 | 11 | 11 | 5 | -0.9
20 | O=C(NC(Cc1c[nH]c2ccccc12)C(=O)O)/C(=C/c1ccc(F)cc1)NC(=O)c1ccccc1 (configuration not stated) | -6 | -13 | -8 | -4 | -9 | -2 | 16 | -14 | 9 | 2 | -0.5
21 | Cc1oc(-c2ccccc2F)nc1CS(=O)(=O)CC(=O)NCCCN(C)C1CCCCC1 | 9 | -14 | -16 | 8 | 0 | 0 | -9 | 8 | -6 | -25 | 1.0
22 | CN(C)c1cccc(C(=O)OCC(=O)Nc2ccccc2-c2ccccc2)c1 | 5 | -3 | 2 | -2 | 3 | 1 | 26 | -8 | 23 | -10 | 2.4
23 | CCC1Oc2ccc(C)cc2N(CC(=O)N(Cc2ccc(C)o2)C2CCCC2)C1=O (configuration not stated) | 1 | 13 | -15 | 5 | -3 | -4 | -16 | 12 | 12 | 18 | 1.3
24 | O=C(N/N=C/c1cccnc1)c1ccc(NC(=O)C(c2ccccc2)c2ccccc2)cc1 | -13 | -9 | -7 | -4 | -6 | -9 | 21 | -7 | 8 | -4 | 0.4
25 | O=C(COc1ccccc1[N+](=O)[O-])Nc1ccc2c(c1)OCO2 | -94 | -3 | -70 | 3 | -11 | -10 | -145 | -33 | 13 | -28 | -1.1
26 | CCOc1cc(C2/C(=C(/O)c3ccc(S(=O)(=O)N4CCCCC4)cc3)C(=O)C(=O)N2CCOC)ccc1O (configuration not stated) | 0 | 12 | -17 | 1 | 0 | -3 | 18 | -12 | 1 | 11 | -1.5
27 | CCN1C(=O)CC(C(=O)NCCc2ccc(S(N)(=O)=O)cc2)SC1=Nc1ccc(OC)cc1 (configuration not stated) | -1 | -3 | 6 | 4 | -5 | -9 | 14 | -6 | 11 | 8 | -0.5
28 | O=C(CSc1ncn[nH]1)N/N=C/c1ccc(C(F)(F)F)cc1 | -67 | -1 | 11 | 5 | 6 | -3 | -7 | -7 | -4 | 3 | -1.2
29 | COc1cc(C(=O)Nc2ccc(S(=O)(=O)N3CCCCC3C)cc2)cc(OC)c1OC (configuration not stated) | 19 | 0 | 9 | 2 | 0 | -4 | 8 | -9 | 12 | 12 | -1.6
30 | COc1ccc(S(=O)(=O)NC(=O)C2(C)CCN2C(=O)c2ccc(C(F)(F)F)nc2C)cc1 (configuration not stated) | -18 | 9 | -8 | 11 | / | / | -1 | 1 | 9 | -9 | 2.2

Retrieved by compound from the list above, 4 records:
nr | structure | NCOA1 inh | NOD2 RIPK2 PPI | NCOA3 inh | ABHD5 PLIN5 PPI | TLR9-MyD88 inh | LMP1 NFkB inh | NR5A2 inv ag | COUP-TFII inh | MC4R antagonist | SRC2 inh | MC4R ag barr
27 | CCN1C(=O)CC(C(=O)NCCc2ccc(S(N)(=O)=O)cc2)SC1=Nc1ccc(OC)cc1 (configuration not stated) | -1 | -3 | 6 | 4 | -5 | -9 | 14 | -6 | 11 | 8 | -0.5
12 | CCOC(=O)C1=C(O)CSC1=Nc1cccc(Cl)c1 | -8 | 4 | -7 | 0 | -2 | -2 | -5 | 13 | -7 | 8 | 0.3
16 | COc1ccc(C2=C(Nc3ccc(F)cc3)c3ccccc3C2=O)cc1 | -19 | 2 | -3 | 0 | 2 | -12 | 9 | 13 | 4 | 5 | 7.0
2 | Cc1cnc(C(=O)Nc2ccc(C)c(S(=O)(=O)N3CCCCCC3)c2)cn1 | -12 | 0 | 7 | 6 | 11 | -3 | -6 | -5 | 6 | 11 | -0.9

Single entries from above.
Reading of no. 27 in SRC2 inh: 8
Reading of no. 20 in COUP-TFII inh: -14

Other entries follow:
nr | structure | NCOA1 inh | NOD2 RIPK2 PPI | NCOA3 inh | ABHD5 PLIN5 PPI | TLR9-MyD88 inh | LMP1 NFkB inh | NR5A2 inv ag | COUP-TFII inh | MC4R antagonist | SRC2 inh | MC4R ag barr
31 | COC(=O)Cn1c(=O)c(C)nc2ccccc21 | -25 | -6 | -3 | 3 | -9 | 3 | -7 | -20 | 9 | 7 | -1.8
32 | CSc1ccccc1C(=O)Nc1ccccc1C | -14 | -1 | 16 | -5 | -4 | 3 | 6 | 17 | -7 | 0 | -2.9
33 | Cc1ccc(S(=O)(=O)N2CCOCC2)cc1NC(=O)C1=NN(c2ccccc2)C(=O)CC1 | -10 | -5 | -1 | -1 | -7 | -1 | 10 | 8 | 5 | -15 | -2.9
34 | COc1cc2c(cc1OC)CN(C(=O)NS(=O)(=O)c1ccc(C)cc1)CC2 | -3 | -5 | 2 | -2 | -6 | 5 | -3 | 3 | -2 | -41 | 0.2
35 | COc1ccc(C2CC(c3ccccc3)=NN2C(=O)COC(=O)c2ccc(S(C)(=O)=O)cc2)cc1 (configuration not stated) | -11 | -4 | -10 | -3 | -1 | -2 | 22 | -7 | 7 | -1 | -1.2
36 | Cc1ccc2nsnc2c1S(=O)(=O)N1CCCC1C(=O)O (configuration not stated) | -2 | 1 | 28 | 2 | -6 | 1 | 16 | 3 | -7 | -11 | -0.6
37 | O=C(/C=C/c1cccc([N+](=O)[O-])c1)N1CCN(S(=O)(=O)c2cccs2)CC1 | 2 | -16 | 4 | 6 | -12 | -9 | 6 | 2 | 20 | 6 | -0.8
38 | COc1cc(C(=O)Nc2sc3c(c2C#N)CCN(C(C)=O)C3)cc(OC)c1OC | 8 | -1 | 4 | -1 | -12 | 5 | 58 | -3 | 6 | 10 | -0.2
39 | Cc1cccc(C)c1NC1=NC(=S)N(c2ccccc2)C12CCOC(C)(C)C2 (configuration not stated) | -8 | -7 | 8 | -2 | 7 | 5 | 10 | 10 | 9 | 6 | 2.2
40 | COC(=O)/C(=C\C(=O)c1ccccc1)Nc1cccc(C(F)(F)F)c1 | -27 | -12 | 2 | 3 | -5 | -6 | -17 | -23 | 10 | -51 | -0.8
41 | CC(C)c1ccc(C(=O)CSc2ncn[nH]2)cc1 | -53 | -4 | -65 | -3 | 0 | -8 | -85 | -20 | -4 | -35 | -0.3

Some of these compounds in order of their number in SRC2 inh, highest first:
nr | structure | NCOA1 inh | NOD2 RIPK2 PPI | NCOA3 inh | ABHD5 PLIN5 PPI | TLR9-MyD88 inh | LMP1 NFkB inh | NR5A2 inv ag | COUP-TFII inh | MC4R antagonist | SRC2 inh | MC4R ag barr
39 | Cc1cccc(C)c1NC1=NC(=S)N(c2ccccc2)C12CCOC(C)(C)C2 (configuration not stated) | -8 | -7 | 8 | -2 | 7 | 5 | 10 | 10 | 9 | 6 | 2.2
32 | CSc1ccccc1C(=O)Nc1ccccc1C | -14 | -1 | 16 | -5 | -4 | 3 | 6 | 17 | -7 | 0 | -2.9
34 | COc1cc2c(cc1OC)CN(C(=O)NS(=O)(=O)c1ccc(C)cc1)CC2 | -3 | -5 | 2 | -2 | -6 | 5 | -3 | 3 | -2 | -41 | 0.2

Bioassay records: PubChem BioAssay, several laboratories
